S2 tox = viability counter-screen for ATXN expression inhibitors; Potency, µM (titrated, usually from 56.7 µM), usual class: cytotoxic; 400,000 compounds, 0.49% hits; S2 cells (HEK-293 line with an ATXN2-luciferase reporter) viability, CellTiter-Fluor protease fluorescence, 24 h; further: potency means the concentration at half of the fitted maximal effect; nearly all actives have a fitted effect of over 40% in size
TGFb SMAD3 inh = inhibitors of TGF-b signaling; Potency, µM (series often up to 46.1 µM), for inactives: at the highest dose activity, negative = inhibition, actives largely listed as inhibitors; HepG2 CAGA-GFP TGF-b/SMAD3 reporter, GFP fluorescence, 18 h; TGF-beta stimulated, 500 pg/mL final; 410,000 compounds, 1.2% hits; further: potency means the concentration at half of the fitted maximal effect; on the % scale 0 is the no-effect control and ±100 the full control effect; nearly all actives have a fitted effect of over 65% in size
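Inhibition of TGF-beta-driven CAGA-GFP reporter expression in HEPG2 cells is measured by cellular GFP fluorescence after 18 h stimulation with 500 pg/mL recombinant TGF-beta in 1% FBS medium at 37 degrees C.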
HepG2 tox = HepG2 cytotoxicity, counter-screen for TGF-b inhibitors; AID 588856; 410,000 compounds, 0.76% hits; Potency, µM (titrated, usually from 46.1 µM), inactives show at the highest dose activity change, negative = cytotoxicity, actives largely listed as cytotoxic; HepG2 CAGA-GFP viability, ATP luminescence, 18 h; further: potency means the concentration at half of the fitted maximal effect; some results filed as inactive show a strong effect at the top dose
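CellTiter-Glo luminescence gave cytotoxicity after 18 hours at 37 degrees C. The cells were HepG2 CAGA-GFP in 1% FBS DMEM, stimulated with 500 pg/mL TGF-beta after compound addition. %Activity was normalised to no-cell wells (complete cell-killing) and DMSO (no toxicity), and curves were fitted and classified.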
Nrf2 block = blocks Nrf2 signaling; A549 ARE-Fluc reporter, luciferase luminescence, 18-24 h; AID 504444; 360,000 compounds, 2.1% hits; Potency, µM (doses to about 46 µM), inactives show top-dose activity change, negative = inhibition, hits mostly inhibitors; further: potency means the concentration at half of the fitted maximal effect; on the % scale 0 is the no-effect control and ±100 the full control effect; nearly all actives have a fitted effect of over 60% in size
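Quantitative HTS in A549 cells stably bearing an antioxidant response element-firefly luciferase construct. Inhibition of Nrf2-driven transcription was scored by luminescence after 18-24 h of compound exposure at 37 °C.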
MmCpn inh = inhibitors of Methanococcus maripaludis chaperonin (MmCpn); purified Mm-Cpn ATPase, ADP Transcreener TR-FRET; Potency, µM (doses to about 76.9 µM), for inactives: at the highest dose activity, negative = inhibition, usual class: inhibitors; 330,000 compounds, 0.031% hits; AID 504842; further: potency means the concentration at half of the fitted maximal effect; on the % scale 0 is the no-effect control and ±100 the full control effect; nearly all actives have a fitted effect of over 80% in size
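ATPase turnover read by TR-FRET ADP competition (Eu cryptate antibody/ADP-d2, 665/590 nm): 10uM ATP final, 25nM Mm-CPN final, 30 min 37degC after 10-min compound preincubation, pH 7.4 Tris/KCl/MgCl2/DTT buffer.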
pAkt inh = blocks phosphorylation of Akt | Neuro2A IGF-stimulated pAkt S473 HTRF, 20 min; stronger effect = lower value | activity change, % for hits at 50 µM | 360,000 compounds, 0.32% hits; in the data active means activity change below about -80%; inconclusive means mostly about -51% to -80%; further: on the % scale 0 is the no-effect control and ±100 the full control effect
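Neuro2A cells (4,500/well, DMEM with 0.5% FBS) were treated with compound at a single 50 µM final concentration, stimulated with 6 nM IGF for 20 min at 37 °C, and lysed. Phospho-Akt Ser473 was read by HTRF as 665/615 ratio ×10^4.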
CCT chaperon mod = cytosolic chaperonin activity modulation; activity change, % (no concentration beside the values), hits read low; AID 651819; 360,000 compounds, 0.3% hits; purified chaperonin ATPase assay, HTRF ADP detection, 30 min; in the data active means activity change below about -30%; further: on the % scale 0 is the no-effect control and ±100 the full control effect
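ATPase activity: ADP formed was measured by HTRF Transcreener (665/615 nm ratio) after 30 min at 37 deg C with 10 uM ATP. Compounds screened at one 76 uM concentration against 40 or 20 nM TRiC in Tris pH 7.4/KCl/MgCl2/DTT buffer.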
Nrf2 activator = activators of Nrf2 (ARE) signaling | AREc32 ARE-luciferase reporter (MCF7-derived line), luminescence, 24 h | Potency, µM (titrated, usually from 46.1 µM), without a hit: at the top dose activation, actives largely listed as activators | 410,000 compounds, 0.31% hits | AID 624171; further: potency means the concentration at half of the fitted maximal effect; % of control where 0% means no effect; nearly all actives have a fitted effect of over 65% in size
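Reporter line AREc32 (ARE-Fluc), seeded overnight in OPTI-MEM with 5% FBS; compound pin-transferred, 24 hr at 37 deg C, 5% CO2; luminescent read-out.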
A549 viability = counter-screen for Nrf2 inhibitors: cytotoxicity in A549 cells. A549 ARE-Fluc cells, CellTiter-Fluor viability, 18-24 h. Potency, µM (top dose mostly 46 µM), without a hit: at the top dose activity change, negative = cytotoxicity, usual class: inhibitors. 390,000 compounds, 0.16% hits. AID 504648; further: potency means the concentration at half of the fitted maximal effect; on the % scale 0 is the no-effect control and ±100 the full control effect
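Cytotoxicity counterscreen: CellTiter-Fluor fluorescence was measured in A549 ARE_Fluc cells after 18-24 h of compound exposure in a concentration series. The subsequent BugLite luminescent read reports ARE-luciferase activity.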
Numbers without * were called inactive; i = inactive; u = inconclusive; x = no result given; & = joins results of further samples; [ ] = dose if it differs, or a comment. Unless noted, the call rests on the fitted dose curve; in most records, active means well fitted curve in the direction sought with a large enough effect; inconclusive means small, poorly fitted or top-dose-only effect, or another doubt; inactive means no such curve, though single readings can be large; an effect the other way counts as inactive or inconclusive.

SMILES | S2 tox | TGFb SMAD3 inh | HepG2 tox | Nrf2 block | MmCpn inh | pAkt inh | CCT chaperon mod | Nrf2 activator | A549 viability
CCS(=O)(=O)c1nc(S(=O)(=O)c2ccc(C)cc2)c(N2CCN(CCO)CC2)s1 | i | 9% | 7% | -20% | 1% | i | -1.1 | u | -3%
CCn1c(CSc2nc3ccccc3s2)nnc1SCC(=O)c1ccc(O)cc1O | i | 1% | 6% | 11% | -1% | i | 5.1 | 0.4% | 1%
O=C(NCc1ccc(Cl)cc1)c1n[nH]c([N+](=O)[O-])c1Cl | i | -9% | -6% | 12% | 3% | i | -0.3 | 1.0% | -8%
COc1ccc(CC(=O)OCc2cc(=O)n3cc(Br)ccc3n2)cc1OC | i | 7% | 12% | -18% | 1% | i | -1.2 | -0.8% | 0%
Cc1ccc(C)c(N2CCN(C3(c4ccccc4)C(=O)c4ccccc4C3=O)CC2)c1 | i | 23% | -22% | -1% | x | x | x | 0.2% | 1%
Cn1nnnc1SCC(=O)c1ccc(Br)s1 | i | -6% | -10% | -1% | -7% | i | -4.6 | -0.1% | -2%
CCc1ccc(NC(=O)CSc2nc3c([nH]c4ccccc43)c(=O)n2C)cc1 | x | -8% | -3% | x | x | x | x | 5.1% | -10%
CCN(CC)c1ccc2c(c1)oc(=O)c1c(Cl)cc(=O)oc12 | u | u | 14µM* | 16% | 0% | i | 0.6 | 8.9µM* | u
CCc1nnc(NC(=O)CSc2nc3cccnc3n2C2CCCCC2)s1 | i | -15% | -24% | -16% | 2% | i | -0.3 | 1.7% | -8%
CCOc1cc(CNc2ccc(N3CCCCC3)cc2)cc(Br)c1OCC(=O)NC(C)(C)C | i | u | -35% | 16µM* | -2% | i | -1.0 | -0.6% | u
Cc1cccc2nc(-c3ccco3)oc(=O)c12 | i | 11% | 5% | -23% | 0% | i | -1.3 | 1.8% | 0%
COC(=O)c1ccc([C@@H]2C[C@H]3CN(Cc4cccnc4)C(=O)[C@]34CCCN24)cc1 | u | -5% | 2% | 8% | 4% | i | -0.9 | -0.6% | 0%
Cc1ccccc1S(=O)(=O)N1CCN(c2ccc3c(c2)C2CC3CCN2C(=O)OCc2ccccc2)CC1 (stereo unspecified) | i | u | -15% | x | x | i | -2.0 | 3.4% | x
CNc1ccc(/C=C(\C#N)c2ccccn2)cc1[N+](=O)[O-] | u | 1% | 2% | u | 1% | i | -1.3 | 5.6% | -9%
CC1CCN(c2ccc3nnc(CCC(=O)Nc4ccc(F)cc4)n3n2)CC1 | i | -11% | -15% | -27% | -5% | i | 0.1 | -1.0% | -10%
c1cc(-c2ccc(N3CCOCC3)cc2)n2ccnc2c1 | i | -1% | 0% | x | x | i | -2.1 | 1.1%[9.22 µM] | x
CC(C)Cn1c(N)c(/C=N/NC(=O)c2ccc(Cl)cc2)c(=O)n(C)c1=O | i | 0% | 11% | -6% | 0% | i | -0.5 | 0.0% | 3%
CCc1ccc(/C=C(\Cl)c2nc3cc(Cl)ccc3c(=O)[nH]2)cc1 | i | -19% | 4% | 6% | 1% | i | -2.3 | -0.4% | -3%
Cc1cc[n+](-c2[nH]c(=O)sc2/C=N/N=C(\[O-])c2ccncc2)cc1 | i | -24% | 0% | 10% | -3% | i | 0.0 | -0.9% | 0%
COCCCNC(=O)Cn1nnc(-c2ccccc2NC(=O)c2ccccc2F)n1 | i | 0% | 1% | 2% | -2% | i | -4.9 | -0.8% | -2%
Cc1cccc(NCCC#N)c1 | u | 17% | 12% | 9% | -3% | i | 0.3 | -0.2% | 2%
N#CCC(CNc1ncc(C(F)(F)F)cc1Cl)OC(=O)c1cccc([N+](=O)[O-])c1 (stereo unspecified) | i | 3% | -39% | u | 0% | i | -1.4 | 14% | -3%
COc1c(C)cc(C(=O)C2CCCN(C(=O)C3=C(C)OCCO3)C2)cc1C (stereo unspecified) | i | -1% | -22% | 4% | -2% | i | 3.1 | 2.8% | 14%
CCOc1ccc(Nc2nnc(SCc3nc4ccccc4c(=O)[nH]3)s2)cc1 | i | -25% | -17% | -10% | 0% | i | 0.2 | 3.2% | -11%
CCCNC(=O)CN1C(=O)c2ccccc2Sc2ncccc21 | i | -9% | -9% | 1% | -8% | i | -3.2 | -0.4% | 8%
Cc1ccc2c(CC(=O)NCC(=O)Nc3c(C)cccc3C)coc2c1 | i | 4% | -28% | 2% | 0% | i | 0.8 | 0.1% | -3%
CC(C)(C)NC(=O)/C(=C\c1ccc(Br)cc1)NC(=O)c1cccs1 | i | 0% | 0% | x | 1% | i | -2.2 | 0.3% | -2%
COc1ccc(NC(=S)NCc2cccnc2)cc1 | i | -1% | -14% | 0% | 0% | i | 0.6 | -0.5% | -6%
CCOC(=O)C1=C(C)Nc2ccccc2N=C1NC(=O)C1CCN(C(=O)c2ccccc2C)CC1 | i | -2% | -3% | u | 0% | i | -3.5 | -0.4% | 1%
O=C(O)C(=O)Nc1nc(-c2ccc3c(c2)OCCO3)cs1 | i | 0% | -6% | -5% | 0% | i | 2.0 | 4.2% | 1%
CCOC(=O)c1c(C)[nH]c(C)c1S(=O)(=O)N(C)CC(=O)Nc1ccc(C)c(N(C)C)c1 | i | -12% | -22% | u | x | x | x | -0.8% | 1%
Cc1ccc(S(=O)(=O)CCc2nc3ccccc3[nH]2)cc1C | i | 13% | 15% | -3% | -2% | i | 2.1 | 0.3% | 0%
Cc1csc(SCC(=O)Nc2cc(S(=O)(=O)N(C)C)ccc2C)n1 | i | -16% | -13% | 4% | 1% | i | 0.1 | -0.4% | -1%
C[C@]12CCC3c4ccc(O)cc4CCC3C1CC/C2=N\N (stereo partly specified) | i | -2% | -33% | -8% | x | i | 1.1 | -0.7% | 2%
COc1ccccc1/C=C/C(=O)OCC(=O)NC(=O)NC1CCCC1 | i | 0% | -14% | 9% | 4% | i | 0.3 | 0.2% | 2%
Cc1ccc(S(=O)(=O)NCC(c2ccco2)N2CCOCC2)cc1 (stereo unspecified) | i | -1%&-2% | -20%&-16% | u | 0% | i | -2.6 | 0.6%&-0.5% | -12%&5%
Cc1ccc(CCNC(=O)c2cc(-c3ccncc3)nc3ccc(S(=O)(=O)N4CCOCC4)cc23)cc1 | i | -13% | 0% | -10% | -2% | x | -0.8 | -0.3% | 2%
CC(=O)N1c2ccc(S(=O)(=O)N(C)CC(=O)NCc3ccccc3)cc2CC1C (stereo unspecified) | i | -2% | -4% | u | 0% | i | 0.7 | 0.4% | 3%
COc1cc(CCC(=O)NCc2ccc3c(c2)CCN3C(=O)c2ccc(F)cc2)cc(OC)c1OC | x | u | -21% | x | x | x | x | -0.3% | -2%
Cc1ccc(-c2nnc(SCc3ccccc3C)o2)cc1 | i | -13% | -18% | u | x | x | x | 0.6% | -9%
CCOc1cc(C2c3c(oc4ccc(F)cc4c3=O)C(=O)N2Cc2ccc(C)cc2)ccc1O (stereo unspecified) | i | 14% | -17% | -24% | x | x | x | 0.5% | -1%
O=C(CSc1nc2ccccc2[nH]1)Nc1ccc2c(c1)OCCO2 | u | u | 3% | -8% | -1% | i | 0.0 | 5.6% | -2%
O=c1ccsn1Cc1ccccc1 | i | u | -30% | 1% | 0% | i | -4.1 | 18% | -2%
CC(C)(C)CCN1CCC(CN2CCNC(=O)C2=O)CC1 | i | 3% | 0% | 19% | x | i | -0.5 | 0.4% | -6%
COc1ccccc1NC(=O)/C(N=Nc1ccc(C)c(S(=O)(=O)Nc2ccccc2Cl)c1)=C(\C)O | u | 21% | 10% | 0% | 0% | i | 1.6 | 4.0% | -12%

Nine structures already listed, ordered by SMILES length, low to high:
SMILES | S2 tox | TGFb SMAD3 inh | HepG2 tox | Nrf2 block | MmCpn inh | pAkt inh | CCT chaperon mod | Nrf2 activator | A549 viability
O=c1ccsn1Cc1ccccc1 | i | u | -30% | 1% | 0% | i | -4.1 | 18% | -2%
Cc1ccc(-c2nnc(SCc3ccccc3C)o2)cc1 | i | -13% | -18% | u | x | x | x | 0.6% | -9%
CC(C)(C)CCN1CCC(CN2CCNC(=O)C2=O)CC1 | i | 3% | 0% | 19% | x | i | -0.5 | 0.4% | -6%
C[C@]12CCC3c4ccc(O)cc4CCC3C1CC/C2=N\N (stereo partly specified) | i | -2% | -33% | -8% | x | i | 1.1 | -0.7% | 2%
Cc1ccc(S(=O)(=O)CCc2nc3ccccc3[nH]2)cc1C | i | 13% | 15% | -3% | -2% | i | 2.1 | 0.3% | 0%
Cc1ccc(S(=O)(=O)NCC(c2ccco2)N2CCOCC2)cc1 (stereo unspecified) | i | -1%&-2% | -20%&-16% | u | 0% | i | -2.6 | 0.6%&-0.5% | -12%&5%
COc1cc(CCC(=O)NCc2ccc3c(c2)CCN3C(=O)c2ccc(F)cc2)cc(OC)c1OC | x | u | -21% | x | x | x | x | -0.3% | -2%
CCOC(=O)c1c(C)[nH]c(C)c1S(=O)(=O)N(C)CC(=O)Nc1ccc(C)c(N(C)C)c1 | i | -12% | -22% | u | x | x | x | -0.8% | 1%
Cc1ccc(CCNC(=O)c2cc(-c3ccncc3)nc3ccc(S(=O)(=O)N4CCOCC4)cc23)cc1 | i | -13% | 0% | -10% | -2% | x | -0.8 | -0.3% | 2%
